Screening data deposited in PubChem BioAssay by several laboratories.
STAT1 act – STAT1 signaling activators, primary screen, cell-based, HTS, luciferase reporter; hit rate 2.6% among 200,000; activation (% of control), % at 5.5 µM; NIH 3T3 STAT1-luciferase reporter, IFN-gamma, luminescence; 100% = IFN-gamma alone, no compound;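 active = activation above the screen-wide mean activation plus 3 SD, cut at about 130% in these data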;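 also: raw ratio to IFN-gamma control signal so 100% means no change and 0% no light; values of inactives mirror those of a sister screen read the other way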
APP transl inh – inhibitors of APP translation via 5'UTR reporter, primary screen, APP 5'UTR luciferase, SH-SY5Y cells. SH-SY5Y APP 5'UTR-luciferase reporter, luminescence. inhibition, % at 2 µM. hit rate 0.82% among 190,000;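 active = inhibition above a set limit, derived from the sample mean plus 3 SD, cut at about 45% in these data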; also: values of inactives mirror those of a sister screen read the other way
TLR4-MyD88 BLA – inhibitors of TLR4-MyD88 association in cells, primary screen, cell-based, HeLa CL3-4, BLA complementation, FRET ratio; HeLa CL3-4 TLR4/MyD88 BLA complementation; inhibition, % at 8.4 µM; Toll-like receptor 4 (Homo sapiens) + Myeloid differentiation primary response protein …; hit rate 0.18% among 200,000; AID 861, 2007; in the data active = inhibition above about 25%;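 also: 0% = vehicle and 100% = reference inhibitor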
Target sequence (O00206 whole entry, looked up): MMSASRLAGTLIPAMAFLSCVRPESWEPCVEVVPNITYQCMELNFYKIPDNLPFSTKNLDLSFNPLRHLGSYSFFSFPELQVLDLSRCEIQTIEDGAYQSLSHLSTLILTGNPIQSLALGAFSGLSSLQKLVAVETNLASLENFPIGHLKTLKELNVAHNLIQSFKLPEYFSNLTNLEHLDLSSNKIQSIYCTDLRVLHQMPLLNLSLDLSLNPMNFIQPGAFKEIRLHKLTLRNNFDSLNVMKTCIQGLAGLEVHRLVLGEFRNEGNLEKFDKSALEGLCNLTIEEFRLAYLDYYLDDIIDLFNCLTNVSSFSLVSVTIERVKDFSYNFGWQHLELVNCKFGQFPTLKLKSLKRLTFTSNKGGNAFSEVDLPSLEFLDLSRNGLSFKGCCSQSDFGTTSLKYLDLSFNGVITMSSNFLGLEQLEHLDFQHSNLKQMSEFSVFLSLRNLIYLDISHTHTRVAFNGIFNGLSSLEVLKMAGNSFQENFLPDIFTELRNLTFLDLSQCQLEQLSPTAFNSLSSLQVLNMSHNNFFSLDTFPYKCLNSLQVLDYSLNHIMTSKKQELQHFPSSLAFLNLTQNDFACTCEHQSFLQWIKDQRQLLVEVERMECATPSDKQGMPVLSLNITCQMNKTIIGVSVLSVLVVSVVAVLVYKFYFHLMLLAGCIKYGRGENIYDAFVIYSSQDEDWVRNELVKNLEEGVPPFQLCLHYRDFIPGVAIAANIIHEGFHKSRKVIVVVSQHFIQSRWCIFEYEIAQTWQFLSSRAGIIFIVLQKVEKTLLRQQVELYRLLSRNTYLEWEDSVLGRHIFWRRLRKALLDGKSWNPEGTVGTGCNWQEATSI
Target sequence (Q99836 whole entry, looked up): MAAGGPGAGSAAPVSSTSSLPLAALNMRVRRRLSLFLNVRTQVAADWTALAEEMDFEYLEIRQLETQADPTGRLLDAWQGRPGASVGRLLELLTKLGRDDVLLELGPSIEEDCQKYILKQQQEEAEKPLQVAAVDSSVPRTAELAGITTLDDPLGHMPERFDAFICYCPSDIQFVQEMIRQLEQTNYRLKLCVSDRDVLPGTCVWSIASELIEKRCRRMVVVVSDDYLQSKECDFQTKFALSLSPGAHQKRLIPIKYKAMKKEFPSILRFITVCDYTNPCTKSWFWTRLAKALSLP
Diaph act CS – compounds boosting diaphorase resazurin reduction – biochemical, uHTS, resorufin fluorescence, counter-screen for diaphorase-coupled primary assays, primary screen | Diaphorase/resazurin coupled assay, 16 min; stronger effect = higher value; 1 = vehicle wells, 0 = NADH-free wells | activation factor at 20 µM | hit rate 0.005% among 190,000 | AID 1229, 2008;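 active = diaphorase activity raised at least twofold by the compound at 20 µM; inactive = activation factor below 2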
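Assay system: Purified diaphorase enzyme from Clostridium kluyveri | Amount: Enzyme 0.07 U/mL final | Dosing: Compound 20 µM once, DMSO 1% | Timing: 16 min reaction at room temperature | Detection: Fluorescence, excitation 544 nm and emission 590 nm | Evaluation: Higher resorufin formation from activation or reduction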
STAT3 blocker – IL-6 driven STAT3 reporter inhibitors, primary screen, U3A cells, luciferase, luminescence, MLSCN library; IL-6 STAT3-luciferase reporter; host cell line lacks STAT1; inhibition, % at 5.5 µM; hit rate 0.89% among 190,000; AID 862, 2007;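 active = inhibition above the mean inhibition across all screened compounds plus 3 SD, cut at about 44% in these data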;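 also: 0% = DMSO only wells and 100% = 100 µM nifuroxazide control wells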
Diaph inh CS – diaphorase inhibitors and chemical oxidizers, primary screen, counter-screen for diaphorase-coupled primary assays, biochemical, uHTS, resorufin fluorescence. diaphorase resazurin-to-resorufin fluorescence, NADH, 16 min; bacterial (C. kluyveri) enzyme, not human. inhibition, % at 20 µM. hit rate 0.69% among 190,000;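 active = primary screen inhibition at 20 µM above a set limit, cut at about 50% in these data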;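 also: plate controls were DMSO with full reaction for no effect and wells lacking NADH for full effect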
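Assay system – diaphorase enzyme from Clostridium kluyveri · Amount – diaphorase 0.14 U/mL (working solution) · Times – reaction incubation of 16 min at room temperature · Controls – No-NADH positive control and DMSO neutral control · Signal – resorufin fluorescence 544/590 nm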
G6PDH CS – L. mesenteroides G6PDH inhibitors, counter-screen for G6PDH-coupled screening assays, biochemical, Leuconostoc mesenteroides enzyme; glucose-6-phosphate dehydrogenase [Leuconostoc mesenteroides]; Purified L. mesenteroides G6PDH, diaphorase/resazurin coupled fluorescence, 45 min; inhibition, % at 5 µM; hit rate 0.12% among 200,000; in the data active = inhibition above about 50%
Hsp70 act – Hsp70 transcriptional activators, primary screen, cell-based, HeLa, Hsp70 promoter luciferase, luminescence, 10 µM; HeLa Hsp70 promoter luciferase reporter; scaled: vehicle 0, proteasome-inhibitor control 100%; activation, % at 10 µM; hit rate 0.04% among 200,000; AID 1203, 2008;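 active = activation above the mean across all tested compounds plus 3 SD, cutoff set per campaign, cut at about 5.5% in these data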;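 also: 100% = MG132 at 30 µM as the positive control and 0% = DMSO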
STAT3 act – IL-6 driven STAT3 reporter potentiators, primary screen, U3A cells, luciferase, luminescence, MLSCN library. IL-6 STAT3-luciferase reporter; 100% = signal with IL-6 EC80 alone. activation (% of control), % at 5.6 µM. hit rate 0.91% among 190,000;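 active = activation above the screen-wide mean of compound activation plus 3 SD, cut at about 130% in these data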;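 also: 0% = background luminescence of wells with medium and substrate only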
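Material: STAT1-lacking human U3A cells, STAT3 luciferase reporter | Benchmarks: IL-6-only wells as 100% reference | Probe or stimulus: IL-6 (33 ng/mL) | Timing: Compound 1 h, then IL-6 6 h at 37 °C | Detection: Luminescence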
STAT1 blocker – STAT1 signaling inhibitors, primary screen, cell-based, HTS, luciferase reporter; NIH 3T3 STAT1-luciferase reporter, IFN-gamma, luminescence; inhibition, % at 5.5 µM; hit rate 0.35% among 200,000;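 active = inhibition above a set limit, the mean inhibition across all tested compounds plus 3 SD, cut at about 34% in these data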;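 also: 0% = IFN-gamma with DMSO and 100% = IFN-gamma with 300 µM nifuroxazide; values of inactives mirror those of a sister screen read the other way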
An asterisk follows results filed as active; / = not tested or not shown. Outcome played no part in choosing rows; overall some 6.1% were active at least once.

SMILES	STAT1 act	APP transl inh	TLR4-MyD88 BLA	Diaph act CS	STAT3 blocker	Diaph inh CS	G6PDH CS	Hsp70 act	STAT3 act	STAT1 blocker
CCn1nnnc1SCC(=O)N1CCCc2ccccc21	101	0	7	1.1	4	-7	10	-0.4	100	-3
CCC1(C)Cc2nc3[nH]c(=S)n(-c4ccccc4)c(=O)c3cc2CO1 (centres undefined)	100	7	-10	0.9	-7	7	-1	-0.4	104	0
N#CCCn1cc(C(=O)N2CCOCC2)c(-c2ccc3c(c2)OCCO3)n1	108	-10	17	1	5	3	4	0.5	101	-11
Cc1cc(C)c(NC(=O)CN2C(=O)NC3(CCCCC3)C2=O)c(Cl)c1	103	-15	3	1	1	4	7	-0.5	104	-3
O=C1NC2(CCCCC2)NN1c1ccccc1	105	-2	-2	0.8	-4	20	7	-0.2	103	-7
CCOCCCNC(=O)C(NC(=O)c1cnccn1)c1ccc(OC)cc1 (centres undefined)	104	-6	-7	0.8	8	15	2	0.2	95	-4
COc1cccc(-c2nc(N3CCN(c4ccccc4)CC3)c3ccccc3n2)c1O	94	4	-10	0.9	-8	14	7	-0.3	115	7
CCOC(=O)N1CCC(NC(=O)CCc2nc(-c3ccc(C)cc3)no2)CC1	98	-6	-2	1	10	-5	9	-0.4	93	3
COc1cc(/C=C(\C#N)c2nc3ccccc3s2)cc([N+](=O)[O-])c1O	101	3	-10	0.1	16	85*	6	-0.2	88	0
COc1cc(NS(=O)(=O)c2ccc(NC(=O)/C=C/c3cccc([N+](=O)[O-])c3)cc2)ncn1	90	-11	0	0.9	5	6	7	-0.1	97	10
COc1ccc(-c2noc(CCc3ccccc3)n2)cc1	134*	-40	3	0.9	8	7	-7	-0.2	97	-40
COCCOC(=O)c1sc2nc[nH]c(=O)c2c1C	68	6	3	0.7	8	31	4	-0.3	96	33
C=CCNC(=O)CN1CCC(NC(=O)c2ccco2)CC1	96	17	12	0.9	-3	9	3	-0.2	106	4
CN1C(=O)C2(C(C#N)=C(N)N(c3cc(Cl)cc(Cl)c3)C3=C2C(=O)CC(C)(C)C3)c2ccccc21 (centres undefined)	85	26	-3	0.9	15	10	7	-0.2	90	16
Cn1cnnc1SCC(=O)c1ccc(O)c(O)c1	104	-11	-2	0.6	6	43	29	-0.2	96	-5
CCOc1ccc(C(C)=O)cc1CSc1nnc(N)s1	99	-14	-5	1	6	-4	4	0.5	96	0
Cc1ccc(C(=O)C(C)OC(=O)c2n[nH]c(=O)c3ccccc23)cc1 (centres undefined)	102	0	3	0.9	9	13	0	-0.4	93	-2
CCCc1ccc(C2C3=C(CC(C)(C)CC3=O)NC3=C2C(=O)c2ccccc23)cc1 (centres undefined)	92	-1	0	0.8	10	18	2	-0.5	97	9
COc1ccc(C(=O)/C=C/N(C)C)cc1	107	-6	3	1	-3	-2	26	-0.4	112	-8
COCCn1c(=O)[nH]c2cc(C(=O)N3CCN(c4ccccc4OC)CC3)ccc2c1=O	96	-13	-9	0.9	5	11	9	-0.2	99	5
CCOc1ccc(CCNC(=O)c2cccc(C#N)c2)cc1OCC	91	3	-7	1	8	4	6	0.0	98	12
O=C(N/N=C/c1c[nH]c2ccccc12)C1CC(=O)N(c2ccccc2)C1 (centres undefined)	92	-21	1	1.1	1	-10	2	-0.2	103	7
COC(=O)C1=C(C)OC(N)=C(C#N)C1c1cc2cccc(C)c2nc1Cl (centres undefined)	101	14	-13	0.7	19	29	7	-0.5	88	-3
CCN(CC)S(=O)(=O)c1cccc(C(=O)Nc2sc3c(c2C(N)=O)CCCC3)c1	108	6	3	0.9	5	12	-4	0.0	97	-9
COc1cc(C(=O)OCC(=O)Nc2cc(-c3cc(C)c(C)cc3C)nn2-c2ccccc2)cc(OC)c1OC	104	11	1	0.8	-6	19	-18	-0.1	104	-4
CC(C)=CC(=O)Nc1ccc2c(c1)OCO2	111	-126	0	0.9	14	5	-3	0.1	91	-12
CC(/C=N/NC(=O)c1cc(-c2cccs2)[nH]n1)=C\c1ccccc1	113	5	-3	1	-17	5	-18	-0.3	110	-14
COc1ccc2[nH]c(=O)c(C(=O)O)cc2c1	92	-25	-4	0.8	9	16	6	-0.3	96	9
Cc1ccc(NCc2ccc(Cl)nc2)c(NCc2ccc(Cl)nc2)c1	92	-2	-6	0.8	5	19	11	0.0	98	8
CCOC(=O)NC(Nc1nnc(C)s1)(C(=O)OCC)C(F)(F)F (centres undefined)	98	-7	0	1	4	-5	2	0.1	97	3
Cc1noc(C)c1C(=O)Nc1sc2c(c1C(N)=O)CCC2	105	5	19	1	16	-2	3	-0.1	89	-8
O=C(O)Cn1nnnc1SCC(=O)Nc1ccc(OC(F)(F)F)cc1	97	6	4	0.9	5	9	1	0.1	100	4
C/C(=N\NC(=O)C1CC1(C)c1ccccc1)c1ccco1 (centres undefined)	101	/	14	0.9	2	12	8	-0.2	98	-1
Nn1c(SCC(=O)NCCC2=CCCCC2)nnc1C1CCCCC1	98	2	-1	0.9	-4	8	-2	0.1	106	2
Cn1c(=O)n(C)c2cc(NC(=O)c3cc4ccccc4o3)ccc21	100	-21	-1	0.9	22	12	10	0.2	85	0
O=C(O)c1c(NC(=O)c2cccc3ccccc23)sc2c1CCC2	87	-2	-5	0.9	3	8	7	-0.3	104	14
O=C(CS(=O)(=O)c1cn(Cc2ccc(F)cc2)c2ccccc12)N1CCOCC1	103	-5	-6	0.3	/	69*	8	-0.2	/	-4
O=c1[nH]c(CN2CCN(c3ccc(F)cc3)CC2)nc2ccccc12	92	0	7	0.9	11	11	6	-0.3	94	9
Cc1cccc(-c2nnc(SCC#N)n2-c2ccccc2)c1	90	3	1	0.9	-11	7	5	-0.5	109	11
O=C(O)Cn1c(-c2ccccc2)nc2ccccc21	97	0	-16	0.9	3	8	12	-0.2	100	3
COC(=O)[C@@H]1[C@@H](C)OC(=O)N[C@H]1c1ccccc1	98	13	1	1	-11	0	2	-0.4	107	2
CC(C)(C)n1nnnc1CN1C2CCC1CC(NC(=O)Nc1ccccc1)C2 (centres undefined)	98	-4	-9	0.8	9	18	8	0.0	97	2
CON(C)c1nc(OCCNC(=O)COc2ccc(Cl)cc2C)nc(N(C)C)n1	100	8	11	1	8	4	13	-0.4	98	0
CC(=O)NC(CCS(C)(=O)=O)C(=O)Nc1cccc(Cl)c1Cl (centres undefined)	104	-12	4	0.8	6	22	-8	-0.3	95	-3
c1ccc2c(c1)ccc1nnc(SCc3ccc4c(c3)OCCO4)n12	114	-13	12	0.8	12	18	2	0.2	94	-16
Fc1ccc(/C=N/NC(=S)Nc2ccc(Cl)cc2)cc1F	110	-21	12	1	-10	4	4	0.8	104	-11
OCCC1CN(Cc2cccc(O)c2)CCN1CCc1ccccc1 (centres undefined)	91	1	4	1	8	1	5	0.0	98	8
CCC(C)N(C(=O)COC(=O)c1[nH]c(C)c(C(C)=O)c1C)C1CCS(=O)(=O)C1 (centres undefined)	102	3	-8	0.9	4	12	-6	-0.6	103	-3
CC12CCC(=O)N1C(C(=O)OCC(=O)Nc1cccc(S(=O)(=O)N3CCCCCC3)c1)CS2 (centres undefined)	95	4	-5	0.8	16	19	9	-0.2	93	5
CC(=O)c1cc2c(cc1NC(=O)c1cc(C)nn1-c1ccccc1)OCO2	101	59*	-3	1	-2	5	10	0.2	101	-1
O=C(NCCc1c[nH]c2ccccc12)c1ccc([N+](=O)[O-])cc1	119	-36	1	1	-11	-3	5	-0.4	105	-20
Cc1cc(C)n2cc(CSc3nnnn3-c3ccccc3)nc2n1	98	6	-4	1	2	1	5	-0.1	101	2
CCOc1ccc(-c2nc(C)sc2CC(=O)O)cc1	105	3	2	1	-4	4	2	-0.2	104	-5
CCOc1ccc2nc(NCCNC(=O)Nc3cccc(C)c3)c(C#N)cc2c1	106	0	-3	1	-2	2	6	-0.1	105	-7
COc1ccc(C)cc1NC(=O)C(OC(=O)C1CC1)c1ccccc1 (centres undefined)	96	-13	5	0.8	-1	20	2	-0.1	108	3
Cc1nnc(SCC(=O)c2ccc(C(C)C)cc2)s1	108	-28	3	0.8	8	20	9	-0.2	98	-9
CCS(=O)(=O)c1ccc2oc(Nc3ccc(C(C)(C)C)cc3)nc2c1	107	-19	-10	0.8	11	18	2	-0.1	93	-8
Cc1cccc(NC2=NCC(=O)N2CCc2ccccc2)c1	89	3	-19	1	0	2	1	-0.1	104	12
COc1ccc(C(O)P(=O)(O)CCc2ccccc2)cc1 (centres undefined)	103	-8	3	1	4	0	7	-0.2	104	-3
CN(C)c1ncnc2c1NC1=C(S2)C(=NCCCC(=O)O)CC(C)(C)C1	91	-1	-3	0.5	8	47	20	-0.3	95	10

(list continues)
SMILES	STAT1 act	APP transl inh	TLR4-MyD88 BLA	Diaph act CS	STAT3 blocker	Diaph inh CS	G6PDH CS	Hsp70 act	STAT3 act	STAT1 blocker
Nc1nnc(SCc2ccccc2Cl)s1	103	-14	3	1	2	0	9	-0.1	100	-3
COC(=O)N/N=C\c1cc2c(cc1Br)OCO2	100	10	0	0.9	18	11	13	-0.4	87	-1
CC(C(=O)O)c1ccc(N2Cc3ccccc3C2=O)cc1 (centres undefined)	145*	-74	-4	0.9	30	6	2	-0.3	76	-49
COC(=O)c1c(N)c(C#N)c(C)n1-c1ccccc1	105	0	5	0.9	3	5	5	-0.5	104	-6

Two entries drawn at random from those above:
SMILES	STAT1 act	APP transl inh	TLR4-MyD88 BLA	Diaph act CS	STAT3 blocker	Diaph inh CS	G6PDH CS	Hsp70 act	STAT3 act	STAT1 blocker
CC(C(=O)O)c1ccc(N2Cc3ccccc3C2=O)cc1 (centres undefined)	145*	-74	-4	0.9	30	6	2	-0.3	76	-49
COC(=O)c1c(N)c(C#N)c(C)n1-c1ccccc1	105	0	5	0.9	3	5	5	-0.5	104	-6
